Source: PubChem BioAssay (Broad Institute)
ERp5 block – inhibitors of ERp5-driven insulin aggregation, primary screen, biochemical, turbidity, absorbance 650 nm, single point; inhibition, % at 9.99 µM; Protein disulfide-isomerase A6 (Homo sapiens), Q15084; 90 min; actives 0.05% (n = 350,000);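 active = mean replicate inhibition above about 25%, with every replicate also reaching it, limit read from the data, passing the limit was not always enough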
Target sequence (Q15084 whole entry, looked up): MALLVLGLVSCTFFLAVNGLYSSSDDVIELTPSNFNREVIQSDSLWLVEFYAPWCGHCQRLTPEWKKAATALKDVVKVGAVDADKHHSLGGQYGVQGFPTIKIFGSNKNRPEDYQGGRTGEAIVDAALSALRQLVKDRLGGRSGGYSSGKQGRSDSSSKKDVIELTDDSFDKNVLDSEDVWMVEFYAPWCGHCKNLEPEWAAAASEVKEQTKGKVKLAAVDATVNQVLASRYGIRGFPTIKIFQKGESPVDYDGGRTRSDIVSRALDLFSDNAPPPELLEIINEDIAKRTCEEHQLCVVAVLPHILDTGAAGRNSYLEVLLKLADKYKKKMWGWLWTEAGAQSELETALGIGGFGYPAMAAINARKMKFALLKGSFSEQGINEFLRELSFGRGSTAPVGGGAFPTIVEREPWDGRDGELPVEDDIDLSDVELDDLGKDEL
Statin myotox sup – suppressors of statin myotoxicity in C2C12 myotubes, primary screen, cell-based, single point, plate reader | C2C12 myotubes + simvastatin, ATP luminescence, 48 h; scaled: DMSO 0, geranylgeraniol control 100 | rescue of ATP level, % at 7.49 µM | actives 0.78% (n = 330,000) | AID 602340, 2012;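 active = mean ATP rescue above about 67%, or every replicate alone reaching that limit, limit read from the data, passing the limit was not always enough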;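 also: myotubes were challenged with 10 µM simvastatin during compound exposure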
S100A4 MyoIIA – inhibitors of S100A4-myosin IIA peptide binding, primary screen, biochemical, fluorescence polarization, TAMRA-MyoIIA peptide; Protein S100-A4 (Homo sapiens), P26447; actives 0.14% (n = 360,000); inhibition, % at 10.7 µM;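 active = mean inhibition of at least 70% across replicates, with every replicate also reaching that level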
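Compound dosing: one dose per compound; test system: human S100A4 monomer with TAMRA-labelled myosin IIA peptide; probe or stimulus: TAMRA-labelled myosin IIA heavy-chain peptide probe, 5 nM; medium: HEPES buffer with Ca2+, pH 7.2; schedule: 5 min incubation before reading; benchmarks: neutral control DMSO, positive control TFP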
DENV2 CPE – inhibitors of DENV2 cytopathic effect, primary screen, cell-based, plate reader, single concentration; DENV2-infected cells, cytopathic effect rescue; CPE inhibition, % at 9.99 µM; actives 1.7% (n = 350,000); in the data active = CPE inhibition above about 20%, passing the limit was not always enough; tested in BHK-21 cells;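 also: 0% = median of neutral control wells and 100% = median of positive control wells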
PglD DTNB – C. jejuni PglD acetyltransferase inhibitors, primary screen, biochemical, DTNB colorimetric, single point | purified PglD enzyme, DTNB colorimetric CoA detection | UDP-N-acetylbacillosamine N-acetyltransferase PglD (Campylobacter jejuni) | actives 0.098% (n = 360,000) | inhibition, % at 12.5 µM; in the data active = inhibition above about 16%, passing the limit was not always enough; also: strong numbers were not always called active
SIRT5 block – SIRT5 desuccinylase inhibitors, primary screen, biochemical, fluorescence imaging, single point, set 5; NAD-dependent protein deacylase sirtuin-5, mitochondrial (Homo sapiens), Q9NXA8; Purified SirT5, succinyl-peptide AMC, trypsin-coupled fluorescence; inhibition, % at 15 µM; actives 1.1% (n = 330,000); AID 652115, 2013; in the data active = inhibition above about 15%
E-selectin induc – E-selectin induction in HUVECs, primary screen, imaging, HUVEC, immunofluorescence imaging, single point. P16581. actives 0.37% (n = 260,000). activation, % at 7.58 µM. AID 686992, 2013. normalized: neutral wells 0, TNF-alpha wells 100;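 active = mean E-selectin-positive cell signal at least 10% of the positive control, reached in at least 60% of replicates, without over 20% cell loss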;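 also: in these data hits start at about 27%; measured in HUVEC primary endothelial cells; signal is the percent of cells scored E-selectin positive by PE staining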
Target sequence (P16581 whole entry, looked up): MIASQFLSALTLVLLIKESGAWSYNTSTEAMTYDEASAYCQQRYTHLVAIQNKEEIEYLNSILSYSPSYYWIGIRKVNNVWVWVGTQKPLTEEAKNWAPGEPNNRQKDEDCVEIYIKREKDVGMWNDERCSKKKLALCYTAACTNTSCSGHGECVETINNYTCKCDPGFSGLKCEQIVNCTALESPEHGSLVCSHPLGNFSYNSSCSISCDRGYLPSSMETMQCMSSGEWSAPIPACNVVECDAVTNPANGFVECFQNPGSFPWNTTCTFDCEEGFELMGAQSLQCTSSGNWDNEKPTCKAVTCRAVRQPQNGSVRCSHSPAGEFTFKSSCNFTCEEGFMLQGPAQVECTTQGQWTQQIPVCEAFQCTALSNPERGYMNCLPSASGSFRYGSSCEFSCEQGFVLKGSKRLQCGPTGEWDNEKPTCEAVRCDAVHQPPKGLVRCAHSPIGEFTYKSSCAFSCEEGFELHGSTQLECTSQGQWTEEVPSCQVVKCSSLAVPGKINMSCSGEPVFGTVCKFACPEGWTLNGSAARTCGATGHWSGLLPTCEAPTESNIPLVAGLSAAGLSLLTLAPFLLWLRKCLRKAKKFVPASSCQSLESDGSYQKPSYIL
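Test system: HUVEC; input: 3,000 HUVEC/well; measured by: immunofluorescence imaging; read-out: % PE-positive cells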
An asterisk follows results filed as active; / = not tested or not shown.

SMILES	ERp5 block	Statin myotox sup	S100A4 MyoIIA	DENV2 CPE	PglD DTNB	SIRT5 block	E-selectin induc
C[C@H]1CN([C@@H](C)CO)C(=O)Cc2cc(NC(=O)NC3CCCCC3)ccc2O[C@H]1CN(C)Cc1ccc(Oc2ccccc2)cc1	0.0	-78.1	-24.6	-13.1	-0.4	0.6	0.6
CCC(=O)Nc1nnc(S(=O)(=O)N(C)c2cc(C)cc(C)c2)s1	2.6	5.9	-2.9	5.0	-0.7	-0.2	5.3
CCOc1ccc(S(=O)(=O)NC2CCCC2)cc1	-12.9	2.2	1.3	2.1	0.4	-1.4	-0.3
O=C(CSc1nc2ccc(Cl)cc2[nH]1)NC1CCCc2ccccc21 (stereo not given)	3.6	/	-5.2	/	/	-5.5	-0.2
CCN(CC1CCCN(CCc2cccc(OC)c2)C1)C(=O)c1ccoc1 (stereo not given)	-2.1	/	-3.2	-4.8	-0.4	-1.4	-0.1
COCC#Cc1ccc2c(c1)O[C@H](CN(C)C(=O)NC(C)C)[C@H](C)CN([C@H](C)CO)S2(=O)=O	0.6	8.0	29.5	1.3	-1.3	3.2	-0.3
CN(C)C(=O)C[C@@H]1CC[C@@H]2[C@H](COc3ccc(NC(=O)NCc4ccccc4)cc3C(=O)N2C)O1	1.0	2.0	0.1	5.9	1.2	0.8	-0.1
Fc1cccc(Cl)c1Cc1noc(/C=C/c2ccccc2)n1	0.1	-13.8	-5.3	-1.7	-5.9	0.2	/
COc1cccc(C#Cc2cnc3c(c2)C(=O)N([C@@H](C)CO)C[C@@H](C)[C@@H](CN(C)C(=O)C2CCCCC2)O3)c1	9.4	11.7	-7.4	-7.1	3.9	-1.7	-0.2
COc1ccc(S(=O)(=O)NC(=O)C2(C)CCN2C(=O)c2ccc(C(F)(F)F)nc2C)cc1 (stereo not given)	4.6	-3.4	-0.8	11.9	-1.5	10.7	0.0
O=C(NCc1ccccc1)C(c1ccc(C(F)(F)F)cc1)n1c(=O)c(-c2ccccc2)nc2ccccc21 (stereo not given)	-0.1	/	-1.1	2.3	/	1.7	-0.1
COc1ccccc1NC(=O)CSc1nnc(-c2ccoc2C)o1	3.3	-24.7	1.5	4.4	-3.1	-20.6	/

Next part, starting with the last 2 of the part before.
SMILES	ERp5 block	Statin myotox sup	S100A4 MyoIIA	DENV2 CPE	PglD DTNB	SIRT5 block	E-selectin induc
O=C(NCc1ccccc1)C(c1ccc(C(F)(F)F)cc1)n1c(=O)c(-c2ccccc2)nc2ccccc21 (stereo not given)	-0.1	/	-1.1	2.3	/	1.7	-0.1
COc1ccccc1NC(=O)CSc1nnc(-c2ccoc2C)o1	3.3	-24.7	1.5	4.4	-3.1	-20.6	/
O=S(=O)(c1ccc(F)cc1)N1CCC2(CC1)OCCO2	-8.0	/	3.0	1.3	/	-6.2	/
O=C(O)c1cc(-c2ccc(-c3ccc(F)cc3)o2)nc2ccccc12	-1.0	2.5	0.7	-3.7	-1.5	-1.5	1.9
CCCCCCN1C[C@@H](O)[C@H](n2cc(C3CC3)nn2)C[C@@H]1c1ccc(C)cc1	-0.8	-6.0	0.5	17.8	-3.4	-3.6	0.9
O=C(NCCCN1CCN(c2ccccc2F)CC1)Nc1ccccc1[N+](=O)[O-]	5.1	/	-0.2	2.7	-15.8	-2.0	0.0
CN1CCCCC(NC(=O)c2c(F)cccc2F)C1=O (stereo not given)	-1.2	/	7.2	-4.6	/	/	1.1
CCOc1ccc2nc(NC(=O)c3ccccn3)sc2c1	-1.9	-1.8	-20.1	/	-2.4	-1.5	0.5
Cc1noc(C)c1NC(=O)N(C)C[C@H]1Oc2ccc(NS(C)(=O)=O)cc2CC(=O)N([C@@H](C)CO)C[C@H]1C	/	-36.9	/	9.2	2.9	/	-2.3
CC(C)(O)C(=O)NNC(=S)Nc1cccc(C(F)(F)F)c1	2.1	-4.8	-1.5	5.7	-3.1	1.5	-0.2
CCCNC(=O)C[C@@H]1CC[C@@H]2[C@H](COc3ccc(NC(=O)c4cc(C)on4)cc3C(=O)N2C)O1	-3.3	4.9	1.5	5.0	-0.9	-0.2	0.1
O=C(CCNC(=O)c1ccc(Br)cc1)Nc1ccccc1N1CCCC1	5.2	-18.6	2.8	-4.3	-1.0	0.8	0.3
COc1ccc(C(=O)NNC(=O)CSc2nnc(-c3cccnc3)n2C)cc1	-2.3	/	1.0	11.2	/	0.2	0.9
C[C@H]1CN([C@@H](C)CO)C(=O)c2c(c3ccccc3n2C)-c2ccccc2CO[C@@H]1CN(C)S(=O)(=O)c1ccc([N+](=O)[O-])cc1	4.0	/	-22.7	12.1	/	1.8	0.4
CCC(=O)N1C[C@H]2[C@@H](c3ccccc31)[C@H](CO)N2Cc1cc(F)ccc1F	-6.7	16.1	4.1	-5.8	-1.9	16.2*	-0.7
C=CCNC(=O)c1cccc(Br)c1	1.5	6.0	-0.4	/	3.2	3.5	/
O=C(NCCCN1CCCC1=O)C(=O)NCC1OCCCN1S(=O)(=O)c1ccccc1 (stereo not given)	3.2	0.4	0.2	9.4	/	/	0.0
Cc1nc(SCc2cccc(F)c2)c2oc3ccccc3c2n1	5.6	6.6	-5.1	-4.2	/	/	0.4
CCCCN1C(=O)C(=O)c2cc(Cl)ccc21	3.6	-4.2	-0.2	4.2	-5.7	0.8	0.1
COc1ccc(S(=O)(=O)N(C)C[C@H]2Oc3ccc(N(C)C)cc3CC(=O)N([C@H](C)CO)C[C@H]2C)cc1	1.0	-5.7	13.4	-15.0	8.6	-3.8	-0.1
COc1ccccc1N1CCN(S(=O)(=O)c2cc3c(cc2C)NC(=O)CO3)CC1	2.0	5.0	-1.2	0.7	-1.9	0.7	-1.1
C[C@@H]1CN([C@H](C)CO)C(=O)Cc2cc(NC(=O)Nc3ccc4c(c3)OCO4)ccc2O[C@@H]1CN(C)CC1CCCCC1	-3.7	-5.9	9.9	1.9	-5.0	9.1	0.4
OC[C@@H]1CN(Cc2cccc3ccccc23)C[C@H](n2cnc3c(NCc4ccco4)ncnc32)O1	2.6	-20.1	-2.0	-6.7	2.7	-5.1	0.1
COc1ccc(-c2cc(NC(C)=O)c3ncc(-c4ccc(OC)c(OC)c4)n3c2)c(OC)c1	-15.3	-4.9	-18.1	-4.7	31.7*	12.8	-0.2
CCN(CC)C(=O)COc1coc(CN2CCN(c3ccccc3)CC2)cc1=O	1.2	-9.3	-0.5	-6.8	-5.1	0.0	/
CC(Sc1n[nH]c(N)n1)C(=O)Nc1cccc2ccccc12 (stereo not given)	-1.0	4.7	-1.0	5.5	-3.2	-2.5	-0.4
O=C(Nc1ccccc1F)c1ccc(CN2CCN(c3ccccc3)CC2)cc1	-1.0	0.8	-0.1	12.8	0.2	-0.6	-0.3
CNc1nc(SC(C)C(=O)Nc2ccc(Cl)c(Cl)c2)nc(N2CCOCC2)n1 (stereo not given)	-2.6	6.0	1.2	0.4	-7.1	-3.1	-0.1
COC(=O)c1ccc(/C=N/NC(=O)C(=O)NCC2CCCO2)cc1 (stereo not given)	-1.2	/	13.6	3.8	/	7.2	-0.9
O=C(O)c1ccccc1C(=O)Nc1ccc(Oc2cccc(C(F)(F)F)c2)nc1	0.4	/	4.3	1.1	8.2	-1.4	0.0
CCN(CC)S(=O)(=O)c1ccc(/C=C/C(=O)OCC(=O)NCc2ccc3c(c2)OCO3)cc1	10.6	9.6	-1.1	-0.6	/	-2.9	0.2
Cc1ccc(S(=O)(=O)N2CCN(CC(=O)NC(=O)NCc3ccccc3)CC2)cc1C	4.5	/	-2.2	/	-2.8	1.0	/
O=C(COc1ccc(Cl)cc1)NC(=S)Nc1ccccc1N1CCOCC1	6.1	-2.0	5.8	-9.1	0.7	0.5	0.0
Cc1ccc2oc(=O)c3cnn(CC(=O)Nc4ccccc4N4CCN(C)CC4)c3c2c1	1.8	-20.0	0.1	4.6	3.7	2.2	-0.1
Cn1c(SCc2cccc(Cl)c2)nc(C(F)(F)F)cc1=O	-1.2	-39.2	7.0	2.8	3.5	1.3	/
COc1ccc(Cl)cc1NC(=O)CSc1nc(NS(=O)(=O)c2ccccc2)cc(=O)[nH]1	0.5	7.1	-2.0	0.0	3.0	/	0.7
O=C(O)c1ccc(S(=O)(=O)NCC2CCCO2)cc1 (stereo not given)	6.2	0.2	0.4	12.2	-2.6	-3.4	/
CO[C@H]1CN(C)C(=O)c2cc(NC(C)=O)ccc2OC[C@H](C)N(C(=O)c2cnccn2)C[C@@H]1C	/	0.9	-17.4	4.3	0.8	/	0.0

Part of the list above in order of formula weight, falling.
SMILES	ERp5 block	Statin myotox sup	S100A4 MyoIIA	DENV2 CPE	PglD DTNB	SIRT5 block	E-selectin induc
CCN(CC)S(=O)(=O)c1ccc(/C=C/C(=O)OCC(=O)NCc2ccc3c(c2)OCO3)cc1	10.6	9.6	-1.1	-0.6	/	-2.9	0.2
CNc1nc(SC(C)C(=O)Nc2ccc(Cl)c(Cl)c2)nc(N2CCOCC2)n1 (stereo not given)	-2.6	6.0	1.2	0.4	-7.1	-3.1	-0.1
Cn1c(SCc2cccc(Cl)c2)nc(C(F)(F)F)cc1=O	-1.2	-39.2	7.0	2.8	3.5	1.3	/

The listing continues.
SMILES	ERp5 block	Statin myotox sup	S100A4 MyoIIA	DENV2 CPE	PglD DTNB	SIRT5 block	E-selectin induc
CC1CCCC(C)N1CCNC(=O)Cn1nc(-c2ccccc2)ccc1=O (stereo not given)	5.3	-8.1	-7.7	/	1.2	0.9	/
Cc1ccc2nc(C)c(C(=O)N/N=C/c3ccc(C(=O)O)cc3)cc2c1	-12.6	/	5.2	5.3	/	14.7	/
COC(=O)C(Cc1c[nH]c2ccccc12)NC(=O)c1cncc(Br)c1 (stereo not given)	2.8	-2.4	-2.0	-4.9	-1.3	-2.4	0.2
C[C@@H]1CCCCO[C@H](CN(C)C(=O)C2CCCCC2)[C@H](C)CN([C@H](C)CO)C(=O)c2cc(NC(=O)c3ccccc3)ccc2O1	7.3	/	13.7	-1.2	-1.1	-0.7	-0.2
C[C@H]1CN([C@@H](C)CO)S(=O)(=O)c2ccc(-c3ccccc3F)cc2O[C@H]1CN(C)Cc1cccnc1	-1.0	-20.0	-4.4	-0.4	-5.8	4.3	4.6
CN(c1cccc(NC(=O)c2ccc(N(C)S(=O)(=O)c3ccccc3)cc2)c1)S(C)(=O)=O	-2.5	/	3.1	-3.0	/	1.3	-1.2
Cc1nc2cc(-c3ccc(Br)cc3)[nH]n2c(=O)c1Cl	-1.3	-25.5	1.2	0.9	-2.7	-0.7	/
O=c1c2nnn(-c3ccc(Cl)cc3)c2ncn1Cc1ccccn1	-2.0	/	-3.9	3.2	/	5.3	/
Cc1cc(C)nc(NC(=O)CSc2nn(-c3ccccc3)c(=S)s2)n1	0.4	/	-9.7	7.2	8.8	-2.8	/
COc1cccc(C(=O)Nc2ccc3c(c2)C(=O)N(C)C[C@@H](OC)[C@H](C)CN(CCc2ccccc2)[C@H](C)CO3)c1	2.2	54.4	15.7	1.3	-1.1	14.7	0.7
Nc1cc(C(=O)OCC(=O)NNC(=O)c2ccccc2F)ccc1Cl	2.8	-0.1	-3.9	10.4	-2.2	-0.6	-0.4
Cc1ccc(NC(=O)CCn2nnc3ccccc32)cc1	4.5	/	-4.5	-2.6	/	0.4	/
COc1cccc(NC(=O)OCCN2CCN(Cc3ccccc3)CCC2=O)c1	-5.0	5.8	-6.6	8.5	1.7	-8.0	-0.2
CN1C(=O)c2cc(NC(=O)c3cccc(F)c3)ccc2OC[C@H]2O[C@@H](CC(=O)NCc3ccccc3Cl)CC[C@H]21	-2.7	-13.7	6.2	-12.3	-1.2	6.6	-0.1

Some of the compounds tested; count on the stated rates, not on these rows.
